# cardiac RTF act – cardiac RTF calcium sensitivity activators, primary screen, biochemical, IANBD-TnC fluorescence, EC20 calcium; activation, % at 7.2 µM; Troponin I, cardiac muscle (Homo sapiens) + Troponin T, cardiac muscle (Homo sapiens) + …; IANBD-labeled TnC RTF fluorescence at EC20 calcium; 0% EC20 calcium, 100% full calcium; actives 0.24% (n = 340,000);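 active means activation above the mean over all tested compounds plus 3 SD, cut at about 30% in these data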;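 further: rise in fluorescence read as greater calcium sensitivity of cardiac thin filaments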
# RTF Ca sens inh – cardiac RTF calcium sensitivity inhibitors, primary screen, biochemical, IANBD-TnC fluorescence, EC70 calcium; Troponin I, cardiac muscle (Homo sapiens) + Troponin T, cardiac muscle (Homo sapiens) + …; IANBD-labeled cardiac RTF, Ca2+ fluorescence; inhibition, % at 7.15 µM; actives 0.12% (n = 340,000); AID 493244, 2011;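 active means inhibition above the mean inhibition of all tested compounds plus 3 SD, cut at about 17% in these data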;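 further: assay run at fixed EC70 calcium of 1.6 mM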
# C-LANA FP – inhibitors of KSHV C-LANA binding to DNA, primary screen, biochemical, fluorescence polarization, FAM-LBS DNA, MBP-C-LANA, single point | Kaposi's sarcoma herpesvirus LANA C-terminal domain (residues 932-1162) DNA binding | inhibition, % at 9 µM | actives 0.078% (n = 340,000);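 active means highest replicate inhibition at or above 60% at 9 µM, even if other replicates fall short; inactive means all replicates below 60% inhibition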;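 further: 0% = neutral control wells and 100% = 4 µM acridine orange control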
# HTR5A inv ctr – HTR5A inverse agonists in luminescence cell assay, primary screen, counter-screen for OPRM1-OPRD1 heterodimer inverse agonist project, full-deck HTS; 5-hydroxytryptamine receptor 5A (Homo sapiens), P47898; HTR5A cell line, inverse agonism; inhibition, % at 9.3 µM; actives 0.083% (n = 340,000); AID 504634, 2011; in the data active means inhibition mostly above about 23%, no sharp cut-off; inactive means mostly below about 18%;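 further: 0% = cells with DMSO and 100% = no-cell wells with DMSO; some compounds called inactive have numbers as strong as hits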
# OPRM1-OPRD1 inv – inverse agonists of MOR-DOR heterodimerization, primary screen, cell-based, luminescence. inhibition, % at 9.3 µM. Mu-type opioid receptor (Homo sapiens) + Delta-type opioid receptor (Homo sapiens), …. cell-based MOR-DOR heterodimer luminescence, inverse agonism. actives 0.21% (n = 340,000). AID 504357, 2011; in the data active means inhibition above about 22%, passing the limit was not always enough;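 further: 0% = cells with DMSO and 100% = wells without cells with DMSO; values of inactives mirror those of a sister screen read the other way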
# Target sequence (P35372 whole entry, looked up): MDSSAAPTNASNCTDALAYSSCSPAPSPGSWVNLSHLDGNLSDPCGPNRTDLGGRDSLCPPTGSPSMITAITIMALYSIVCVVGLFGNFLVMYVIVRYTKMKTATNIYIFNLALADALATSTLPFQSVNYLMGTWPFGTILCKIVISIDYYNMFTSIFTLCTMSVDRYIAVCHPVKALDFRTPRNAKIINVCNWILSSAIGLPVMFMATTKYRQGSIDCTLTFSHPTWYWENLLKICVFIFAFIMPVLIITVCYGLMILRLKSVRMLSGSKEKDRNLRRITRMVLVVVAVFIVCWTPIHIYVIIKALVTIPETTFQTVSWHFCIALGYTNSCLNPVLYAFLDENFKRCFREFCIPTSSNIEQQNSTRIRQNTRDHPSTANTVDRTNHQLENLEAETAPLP
# Target sequence (P41143 whole entry, looked up): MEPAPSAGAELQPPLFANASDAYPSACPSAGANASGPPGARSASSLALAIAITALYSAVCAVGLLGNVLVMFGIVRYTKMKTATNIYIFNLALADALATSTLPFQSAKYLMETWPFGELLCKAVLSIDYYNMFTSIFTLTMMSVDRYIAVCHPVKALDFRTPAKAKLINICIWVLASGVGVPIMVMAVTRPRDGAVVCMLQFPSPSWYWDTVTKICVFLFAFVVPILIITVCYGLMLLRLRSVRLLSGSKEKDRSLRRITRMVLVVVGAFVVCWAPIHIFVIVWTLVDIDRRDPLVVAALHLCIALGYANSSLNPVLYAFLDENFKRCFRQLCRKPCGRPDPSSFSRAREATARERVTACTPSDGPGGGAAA
# MOR-DOR ag – agonists of OPRM1-OPRD1 heterodimerization, primary screen, cell-based, luminescence. actives 0.3% (n = 340,000). AID 504326, 2011. activation, % at 9.3 µM. cells; in the data active means activation above about 18%;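 further: 0% = vehicle-treated cells and 100% = reference agonist; values of inactives mirror those of a sister screen read the other way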
# Keap1 Nrf2 FP – Keap1-Nrf2 protein-protein interaction inhibitors, primary screen, biochemical, fluorescence polarization, single point; Keap1 Kelch-Nrf2 peptide fluorescence polarization, 1536-well; inhibition, % at 9.4 µM; actives 0.15% (n = 340,000); in the data active means inhibition above about 12%;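 further: human Keap1 Kelch domain with fluorescein labeled Nrf2 9mer peptide probe; 0% = neutral control wells and 100% = peptide positive control; higher means more block of Keap1 binding to Nrf2 peptide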
# V-ATPase pHluor – regulators of yeast V-ATPase proton pumping, primary screen, pHLuorin cytosolic pH fluorescence; S. cerevisiae; response, % at 10 µM; actives 0.37% (n = 350,000); AID 504577, 2011; in the data active means response mostly above about 7.3%, no sharp cut-off; inactive means mostly below about 5.4%; further: actives read high; inactives centre near 0; some compounds called inactive have numbers as strong as hits; reference of the scale not given here
# HTR5A ag – HTR5A agonists in luminescence cell assay, primary screen, counter-screen for OPRM1-OPRD1 heterodimer agonist project, full-deck HTS; actives 0.61% (n = 340,000); activation, % at 9.3 µM; cell-based; 5-hydroxytryptamine receptor 5A (Homo sapiens), P47898; in the data active means activation mostly above about 9.5%, no sharp cut-off; inactive means mostly below about 7.6%;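 further: 0% = cells with vehicle only and 100% = reference agonist; strong numbers were not always called active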
# CAL-PDZ inh HTS – untagged CAL PDZ binding inhibitors, primary screen, biochemical, fluorescence polarization, HTS | Golgi-associated PDZ and coiled-coil motif-containing protein (Homo sapiens), Q9HD26 | purified CAL PDZ, TMR-peptide fluorescence polarization, 1 h | inhibition, % at 24.9 µM | actives 0.92% (n = 300,000) | AID 602252, 2012;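 active means mean inhibition of at least 30% with at least half of replicates also reaching 30%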;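 further: 0% = DMSO neutral control and 100% = excess unlabeled competitor peptide PRC23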
# * hit, by the source's call; x = not tested or not shown.
SMILES,cardiac RTF act,RTF Ca sens inh,C-LANA FP,HTR5A inv ctr,OPRM1-OPRD1 inv,MOR-DOR ag,Keap1 Nrf2 FP,V-ATPase pHluor,HTR5A ag,CAL-PDZ inh HTS
Cc1ccc2occ(C(c3nnnn3C3CCCC3)N3CCN(C(=O)c4ccco4)CC3)c(=O)c2c1 (stereo not drawn),8,-6,-0.4,2,-7,1.2,-7,-4,-1,0
COc1ccc(CN2CCN(C(=O)C3CCC(CNS(=O)(=O)c4ccc(C)cc4)CC3)CC2)c(OC)c1OC (stereo not drawn),4,-12,0.3,-16,-3,0.6,3,-12,2,-3
COc1ccnc(CSC(N)=Nc2ccc(F)cc2)c1,4,-13,1.3,-16,-2,0.4,6,2,-2,-4
COc1ccc(OC)c(S(=O)(=O)Nc2c(F)cccc2F)c1,5,8,-2.3,0,4,-0.7,-1,-4,0,-2
CN(CC(=O)Nc1ccc(N2CCOCC2)cc1)C(=O)c1ccc(O)c(Cl)c1,0,-3,1.2,8,9,-2.7,-2,5,2,-3
O=C(COc1ccc(Cl)cc1)NNC(=O)c1ccccn1,-2,3,-0.1,-15,8,-1.4,-2,-1,0,0
CC1CCc2c(sc(NC(=O)C3CCCO3)c2C#N)C1 (stereo not drawn),-8,-6,0.2,-1,5,-1.1,-4,4,2,3
CC1(C)Oc2ccc3ccc(=O)oc3c2-c2cnoc21,8,-21,0.3,-15,-17,3.1,0,-1,6,-2
C/C(=N\N1CCN(c2ccccc2)CC1)c1cccs1,0,-15,1.5,1,-13,2.5,-4,0,-10,x
Oc1oc(-c2ccccc2)nc1/C=N/c1nccs1,-4,1,-2.3,-1,-9,1.3,2,5,0,8
Cc1cc(C)c2nc(SCC(=O)Nc3ccccc3N3CCOCC3)c(C#N)cc2c1,7,-4,-0.9,-19,-17,3.2,-6,3,8,-1
COc1ccccc1CN1C[C@@H]2C[C@@H](c3cccc(C)c3)N3CCC[C@@]23C1=O,x,x,-1.3,x,x,x,-4,-1,x,3
O=C(NCCCN1CCOCC1)c1ccc(CNS(=O)(=O)c2ccc(F)cc2)cc1,4,7,1.8,-54,-12,2.1,0,-1,3,0
Cc1ccc(CNC(=O)CSc2nc3ccsc3c(=O)n2Cc2ccccn2)cc1,-4,-5,-0.3,15,2,-0.5,4,2,4,2
COc1ccc(C(=O)NCCSCc2ccco2)cc1OC,5,-14,-0.9,-18,-9,1.6,-9,-7,8,-4
CC1CCN(C(=O)c2cc3nc(-c4ccccc4)cc(-c4ccccc4)n3n2)CC1,-3,-6,0.7,-48,0,0.0,-5,4,0,x
CCCN(CCC)CCNC(=O)c1cc2c(=O)n(C)c3ccccc3c2n1C,10,-3,-11,14,10,-2.0,-2,3,-5,4
CCOCCCn1c(=S)[nH]c2cc(C(=O)NCCc3ccccc3)ccc2c1=O,-2,-2,-0.3,14,-19,3.8,2,3,4,x
COCCn1c(SCC(=O)Nc2ccc3c(c2)OCCO3)nnc1-c1ccncc1,-5,3,1.0,6,8,-1.5,-3,0,-2,x
O=C(O)Cc1csc(NC(=O)CSc2nnnn2-c2ccc(O)cc2)n1,9,-8,4.2,-18,4,-0.8,-3,0,-1,-5
Cc1sc2ncnc(SCC(=O)NC(C)C(C)C)c2c1C (stereo not drawn),7,-9,0.3,-11,1,-0.2,-2,5,-3,x
O=C(NNC(=O)c1cccc([N+](=O)[O-])c1)c1ccncc1,4,3,-0.5,0,13,-2.7,-2,-1,3,1
CCc1ccccc1NC(=O)c1cc(S(=O)(=O)N(C)C)ccc1N1CCCC1,3,-8,-0.6,-14,0,-0.1,1,2,6,-1
c1ccc(Cn2c[n+](Cc3ccccc3)c3ccccc32)cc1,-5,-13,-0.7,7,12,-2.3,0,-5,-2,-6
CCOc1ccc(NC(=O)CSc2nnc(C)n2CCCOC)cc1,2,-5,0.9,4,-1,0.2,-3,4,2,2
COc1ccccc1N1CCN(C2CCCN(C(=O)c3oc(C)cc3C)C2)CC1 (stereo not drawn),4,-2,0.8,5,4,-0.8,-3,-2,1,x
CCOc1ccc(CCNC(=O)c2cc(C)nn2-c2ccccc2)cc1,7,-3,-0.1,-24,1,-0.2,-4,9,-1,-12
O=C(NC(=S)Nc1ccc2cn[nH]c2c1)c1ccccc1,-1,-1,-3.2,-8,12,-2.2,-2,2,3,0
CCOc1ccc(C(=O)CCN2CCOCC2)cc1,-5,3,0.0,-2,14,-3.0,-25,3,0,0
CC(=O)O/N=C(\N)c1cnn2c(C(F)(F)F)cc(C(F)(F)F)nc12,-1,-2,-0.3,-9,14,-2.7,-5,2,-1,-3
CC1Cc2ccccc2N1C(=O)CN(C)CC(=O)Nc1ccc(OC(F)(F)F)cc1 (stereo not drawn),-2,-7,-1.4,-3,-7,1.7,-6,3,1,1
Cc1cc(OCC(=O)NCc2ccccn2)cc(C)c1Br,5,3,4.7,-15,11,-2.1,3,-5,-1,-6
CCc1ccc(/C=C2/SC(N3CCOCC3)=NC2=O)cc1,3,-5,-0.3,12,-4,0.8,-6,0,9,-3
O=C(COc1ccccc1O)Nc1ccccc1Cl,-10,-6,0.4,-5,15,-2.6,1,-2,3,5
O=C(Nc1ccccc1)N1CCCN(c2nccc(C(F)(F)F)n2)CC1,2,1,0.0,0,5,-1.0,-1,4,0,-3
O=C(COc1ccc(Br)cc1)NCC1COc2ccccc2O1 (stereo not drawn),-1,1,-0.3,21,-4,1.0,-4,0,0,x
Cc1cc(C)c(S(=O)(=O)Nc2ncn[nH]2)cc1C,1,2,-0.6,-12,-4,0.7,-6,-3,4,8
COCC(C)n1c(SCC(=O)N2CCCCC2)nc2ccccc2c1=O (stereo not drawn),-5,-2,-0.4,15,6,-1.1,2,3,-1,1
CCC(=C(c1ccc(OC)cc1)c1ccc(OC)cc1)c1cn(CC(O)CN2CCN(C)CC2)c2ccccc12 (stereo not drawn),-22,-2,0.3,-52,-29,5.4,-3,-3,1,x
CCOC(=O)CSc1nnc(NCC(=O)OC)c(=O)[nH]1,4,-9,-0.1,-10,-1,0.2,-4,-3,4,x
S=c1[nH]nc(COc2cccc(Cl)c2)n1Cc1ccccc1,-3,-16,-0.8,19,-27,5.3,3,2,0,x
O=C(O)CCC(NS(=O)(=O)c1ccc(-c2ccccc2)cc1)C(=O)O (stereo not drawn),1,-4,-0.2,-3,18,-3.0,-1,-4,-2,-4
O=C(O)C1CC=CCC1C(=O)Nc1ccc(S(=O)(=O)N2CCCc3ccccc32)cc1 (stereo not drawn),-5,-3,0.2,-5,-4,0.7,-1,0,-2,-4
O=C1CCC(=O)N1CNc1ccccn1,1,-6,1.3,5,9,-2.2,-4,2,-2,-3
COc1ccc(NC2=CC(=O)CC(C)(C)C2)cc1OC,1,-10,-0.8,-15,-15,2.5,-1,-2,6,-5
CCC1COCCS(=O)(=O)N1Cc1ccc(Cl)cc1 (stereo not drawn),7,-3,-1.2,-10,-1,0.2,1,3,5,-3
COc1ccccc1N1CCN(CC(O)COc2ccc3c(c2)CCC3)CC1 (stereo not drawn),4,0,-0.2,-27,-17,2.9,-5,1,-4,-1
Cc1cc(C)c(C)c(S(=O)(=O)N2CCN(C(=O)CCC(=O)N3CCOCC3)CC2)c1C,0,-14,-2.3,19,12,-2.4,-5,-4,3,-1
CCOC(=O)CSc1nc2c([nH]c3ccccc32)c(=O)n1C,1,5,0.9,9,-48,8.9,-2,1,-4,1
COc1ccc(/C=N/Nc2cn[nH]c(=O)c2Cl)cc1,-2,-4,0.6,8,15,-2.3,1,-3,2,0
COc1ccc(NC(=O)c2sccc2C)cn1,2,-6,1.2,3,-2,0.4,0,6,-4,-2
Cc1cnc(=O)[nH]c1SCc1ccccc1F,-5,-5,0.4,-3,9,-1.7,5,-6,-4,-5
CCOc1ccc(/C=N/NC(=O)Cn2ccnc2C)cc1,5,-7,-0.2,3,7,-1.4,-3,0,4,20
COC(=O)c1cc(N=Nc2c(C)[nH]c3ccccc23)cc(C(=O)OC)c1,2,7,0.7,-19,15,-2.8,1,0,7,-3
O=C(Nc1nncs1)c1ccc(S(=O)(=O)c2ccccc2)cc1,2,10,-1.0,-9,1,-0.1,-4,-8,2,-2
COc1ccc(C2(CNC(C)=O)CCCC2)cc1OC,17,-7,2.2,-5,-8,1.5,-2,4,2,-9
CC1(C)O[C@@H]2C[C@H]3[C@@H]4CCC5=CC(=O)CC[C@]5(C)[C@@]4(F)[C@@H](O)C[C@]3(C)[C@]2(C(=O)CCl)O1,-6,12,-1.7,-1,-25,4.5,0,-4,0,0
Cc1nc(Nc2cccc(F)c2)c2oc3ccccc3c2n1,-2,-4,1.6,-16,-2,0.4,0,2,4,-6
Cc1cc(C)c(S(=O)(=O)N2CCc3ccccc32)c(C)c1,-8,5,-2.9,-26,-14,3.1,-5,0,7,-6
CC(C)(C)C(=O)NC(=O)Nc1ccccc1C(F)(F)F,3,-2,-0.3,-5,14,-2.8,-5,-1,7,1
# (continued)
SMILES,cardiac RTF act,RTF Ca sens inh,C-LANA FP,HTR5A inv ctr,OPRM1-OPRD1 inv,MOR-DOR ag,Keap1 Nrf2 FP,V-ATPase pHluor,HTR5A ag,CAL-PDZ inh HTS
Cc1ccc2c(CC(=O)Nc3sccc3C(N)=O)coc2c1,0,-7,-1.1,-13,-5,0.9,-2,1,5,0
CC(C)(C)OC(=O)N/N=C\c1ccc[nH]1,-2,-2,-0.7,-8,12,-2.3,-2,0,2,-3
CC(=O)Nc1ccccc1C(=O)C(=O)Nc1cccc(C(=O)N2CC(C)CC(C)C2)c1 (stereo not drawn),4,-1,0.9,-6,6,-1.1,-3,0,2,0
CCOc1ccccc1NC(=O)CSc1nnnn1C1CCCC1,-9,-10,2.1,-14,13,-2.1,7,-4,5,-4
O=C(Nc1ccc(Cl)cc1)Nc1ccc(N2CCOCC2)cc1,7,-2,-1.0,-13,3,-0.6,2,2,-5,1

# Another view of part of the listing above.
structure: CC(=O)Nc1ccccc1C(=O)C(=O)Nc1cccc(C(=O)N2CC(C)CC(C)C2)c1 (stereo not drawn)
  cardiac RTF act: 4
  RTF Ca sens inh: -1
  C-LANA FP: 0.9
  HTR5A inv ctr: -6
  OPRM1-OPRD1 inv: 6
  MOR-DOR ag: -1.1
  Keap1 Nrf2 FP: -3
  V-ATPase pHluor: 0
  HTR5A ag: 2
  CAL-PDZ inh HTS: 0
structure: CCOc1ccccc1NC(=O)CSc1nnnn1C1CCCC1
  cardiac RTF act: -9
  RTF Ca sens inh: -10
  C-LANA FP: 2.1
  HTR5A inv ctr: -14
  OPRM1-OPRD1 inv: 13
  MOR-DOR ag: -2.1
  Keap1 Nrf2 FP: 7
  V-ATPase pHluor: -4
  HTR5A ag: 5
  CAL-PDZ inh HTS: -4

# Source: PubChem
